BoNT-A LC inh2: inhibitors of Botulinum neurotoxin A light chain protease; multiplex microsphere protease substrate cleavage, flow cytometry; 360,000 compounds, 0.17% hits; inhibition, % at 10 µM; also: plate controls were buffer without enzyme for full effect and enzyme alone for no effect
BoNT F protease: inhibitors of Botulinum neurotoxin F light chain protease; 360,000 compounds, 0.22% hits; inhibition, % at 10 µM; Multiplex microsphere protease cleavage assay, flow cytometry; in the data active = inhibition above about 35%, passing the limit was not always enough; inconclusive = no clear call, values can overlap the other calls; also: plate controls were buffer without enzyme for full effect and enzyme alone for no effect
Mtb FBA inh: Mtb fructose-bisphosphate aldolase inhibition. inhibition, % at 1 µM. 360,000 compounds, 2.3% hits. purified M. tuberculosis FBA, fluorescence read-out. P9WQA3. AID 588726; in the data active = inhibition above about 27%;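 also: 0% = vehicle and 100% = reference inhibitor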
Target sequence (P9WQA3 whole entry, looked up): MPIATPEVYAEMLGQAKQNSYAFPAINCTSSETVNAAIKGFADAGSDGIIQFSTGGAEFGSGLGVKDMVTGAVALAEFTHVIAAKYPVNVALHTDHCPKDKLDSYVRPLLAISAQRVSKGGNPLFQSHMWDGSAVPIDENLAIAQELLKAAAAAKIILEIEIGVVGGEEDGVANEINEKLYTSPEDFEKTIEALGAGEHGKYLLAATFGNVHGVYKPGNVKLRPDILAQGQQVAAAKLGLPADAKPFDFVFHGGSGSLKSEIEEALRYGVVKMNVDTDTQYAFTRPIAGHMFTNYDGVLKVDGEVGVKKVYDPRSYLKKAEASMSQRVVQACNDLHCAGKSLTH
BioA inh: inhibitors of Mycobacterium tuberculosis BioA enzyme. inhibition, % at 9.99 µM. purified M. tuberculosis BioA enzyme, plate reader. 360,000 compounds, 0.096% hits; in the data active = inhibition above about 40%; inconclusive = no clear call, values can overlap the other calls
PfHsp40 rescue: rescue of PfHsp40-mediated yeast toxicity; growth rescue, % at 12.5 µM; 340,000 compounds, 0.68% hits; S. cerevisiae expressing PfHsp40, growth rescue, ATP luminescence; in the data active = growth rescue above about 28%, passing the limit was not always enough; inconclusive = no clear call, values can overlap the other calls;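 also: yeast W303a lacking pdr1 and pdr3 grown in galactose medium; growth measured after three days at 30 °C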
Mtb UGM inh: inhibitors of M. tuberculosis UDP-galactopyranose mutase; 320,000 compounds, 0.06% hits; P9WIQ1; purified UGM, fluorescence polarization probe displacement; AID 504406; inhibition, % at 10 µM; in the data active = inhibition above about 10%, passing the limit was not always enough; inconclusive = no clear call, values can overlap the other calls
Target sequence (P9WIQ1 whole entry, looked up): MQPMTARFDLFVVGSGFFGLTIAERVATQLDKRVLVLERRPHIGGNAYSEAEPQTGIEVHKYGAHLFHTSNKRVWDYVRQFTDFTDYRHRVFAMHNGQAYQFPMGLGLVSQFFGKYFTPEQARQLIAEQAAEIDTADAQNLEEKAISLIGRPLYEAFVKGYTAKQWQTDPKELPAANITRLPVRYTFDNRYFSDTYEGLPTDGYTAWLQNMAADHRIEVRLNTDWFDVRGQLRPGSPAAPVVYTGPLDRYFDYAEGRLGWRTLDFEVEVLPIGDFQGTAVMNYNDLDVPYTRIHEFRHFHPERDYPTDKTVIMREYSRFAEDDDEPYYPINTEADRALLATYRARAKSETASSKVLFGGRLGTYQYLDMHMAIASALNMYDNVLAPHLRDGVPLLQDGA
Anthrax LF prot: inhibitors of Bacillus anthracis lethal factor protease | 360,000 compounds, 0.12% hits | P15917 | inhibition, % at 10 µM | multiplex microsphere protease cleavage assay, LF; also: plate controls were buffer without enzyme for full effect and enzyme alone for no effect
GDH-TPI counter: inhibits GDH-TPI coupling enzymes, artifact for Mtb FBA screen; 360,000 compounds, 1.2% hits; GDH-TPI coupled enzyme counterscreen, NADH absorbance; inhibition, % at 4.8 µM; in the data active = inhibition above about 30%;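 also: 0% = DMSO wells and 100% = wells lacking the enzyme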
FadD28 binding: M. tuberculosis FadD28 bisubstrate binding inhibition | FadD28 bisubstrate probe binding, fluorescence polarization | inhibition, % at 12.5 µM | 360,000 compounds, 0.22% hits; in the data active = inhibition above about 8.5%, passing the limit was not always enough; inconclusive = no clear call, values can overlap the other calls
The depositor's hits bear a star. Rule as the data show it, unless noted: active = inhibition above about 30%; inconclusive = no clear call, values can overlap the other calls; inactive = below that.

How did O=C(COc1ccc2c(c1)CCC2)N1CCN(c2ccc(F)cc2)CC1 do in these assays?
BoNT-A LC inh2: -2.0; BoNT F protease: 4.1; Mtb FBA inh: -1.3; BioA inh: -0.7; PfHsp40 rescue: 5.3; Mtb UGM inh: 0.7; Anthrax LF prot: -5.2; GDH-TPI counter: 8.7; FadD28 binding: -1.3

How did CC(C)c1nc2sc3ccccc3c(=O)c2c(=O)n1Cc1ccccc1 do in these assays?
BoNT-A LC inh2: inconclusive; BoNT F protease: inconclusive; Mtb FBA inh: 0.4; PfHsp40 rescue: -1.7; Mtb UGM inh: 0.4; Anthrax LF prot: -19.3; GDH-TPI counter: 6.4; FadD28 binding: -1.9

Results for COc1ccc(Nc2cnn(-c3nc4ccccc4s3)c(=O)c2Cl)cc1 ?
BoNT-A LC inh2: -0.8; BoNT F protease: -4.2; Mtb FBA inh: -3.8; BioA inh: 1.5; PfHsp40 rescue: 2.2; Mtb UGM inh: 0.0; Anthrax LF prot: -2.2; GDH-TPI counter: 27.8; FadD28 binding: -4.7

What do the screens show for `COc1ccc(C(=O)C2CCCN(C/C=C/c3ccccc3OC)C2)c(OC)c1` (stereo unspecified)?
BoNT-A LC inh2: -0.5; BoNT F protease: -3.2; Mtb FBA inh: 2.3; PfHsp40 rescue: -0.9; Mtb UGM inh: 0.5; Anthrax LF prot: -1.5; GDH-TPI counter: -5.8; FadD28 binding: -4.4

Results for Cc1ccc(NC(=O)CN2C(=O)NC3(CCCC3)C2=O)nc1 ?
BoNT-A LC inh2: -0.9; BoNT F protease: -3.8; Mtb FBA inh: -0.4; PfHsp40 rescue: 0.6; Mtb UGM inh: -0.6; Anthrax LF prot: inconclusive; GDH-TPI counter: 1.4; FadD28 binding: -2.9

How did O=C(CCCCCN1C(=O)c2ccccc2C1=O)NC1CCCC1 do in these assays?
BoNT-A LC inh2: -0.6; BoNT F protease: -17.9; Mtb FBA inh: 1.2; BioA inh: 0.4; PfHsp40 rescue: 2.1; Mtb UGM inh: -2.8; Anthrax LF prot: -2.3; GDH-TPI counter: -4.5; FadD28 binding: -2.2

How did CCn1ccc(=O)c2cc3c(cc21)OCO3 do in these assays?
BoNT-A LC inh2: 0.1; BoNT F protease: 5.7; Mtb FBA inh: -1.2; BioA inh: -0.8; PfHsp40 rescue: -0.1; Mtb UGM inh: -2.7; Anthrax LF prot: 0.1; GDH-TPI counter: 9.5; FadD28 binding: -1.1

What do the screens show for `COCCN(C(=O)COC(=O)c1cc2ccccc2cc1OC)c1c(N)n(Cc2ccccc2)c(=O)[nH]c1=O`?
BoNT-A LC inh2: inconclusive; BoNT F protease: -6.0; Mtb FBA inh: 23.6; PfHsp40 rescue: 1.8; Mtb UGM inh: 3.9; Anthrax LF prot: 3.1; GDH-TPI counter: 4.5; FadD28 binding: -1.7

What do the screens show for `O=C(O)CC1C(=O)NCCN1Cc1cccs1` (stereo unspecified)?
BoNT-A LC inh2: 0.0; BoNT F protease: -3.8; Mtb FBA inh: -1.0; PfHsp40 rescue: 0.9; Mtb UGM inh: 0.4; Anthrax LF prot: -1.8; GDH-TPI counter: 5.5; FadD28 binding: -1.5

What do the screens show for `O=C(NCc1ccc(Cl)cc1Cl)Nc1ccccc1`?
BoNT-A LC inh2: -0.8; BoNT F protease: 2.3; Mtb FBA inh: -2.2; PfHsp40 rescue: 0.9; Mtb UGM inh: -1.4; Anthrax LF prot: -3.0; GDH-TPI counter: -2.6; FadD28 binding: -0.9

How did NS(=O)(=O)c1cccc(C(=O)OCC(=O)NC2CCCc3ccccc32)c1 (stereo unspecified) do in these assays?
BoNT-A LC inh2: 0.1; BoNT F protease: 5.0; Mtb FBA inh: 1.2; BioA inh: 0.3; PfHsp40 rescue: -1.0; Mtb UGM inh: -0.9; Anthrax LF prot: -1.2; GDH-TPI counter: 11.2; FadD28 binding: -0.9

What do the screens show for `COc1cccc(/C=C(/C#N)c2nc3ccccc3[nH]2)c1OC(C)C(=O)O` (stereo unspecified)?
BoNT-A LC inh2: -1.8; BoNT F protease: -7.3; Mtb FBA inh: 3.4; PfHsp40 rescue: 0.4; Mtb UGM inh: -0.2; Anthrax LF prot: -8.0; GDH-TPI counter: 19.1; FadD28 binding: -2.4

Results for CC1(C)Cc2cccc(OCC(=O)N3CCN(c4ccc([N+](=O)[O-])cc4)CC3)c2O1 ?
BoNT-A LC inh2: -1.2; BoNT F protease: -15.8; Mtb FBA inh: -5.4; BioA inh: 0.9; PfHsp40 rescue: 0.6; Mtb UGM inh: 1.2; Anthrax LF prot: -1.7; GDH-TPI counter: 13.1; FadD28 binding: 0.1

Results for Cc1ccc(-n2nc3c(=O)n(C(C)C(=O)NCCC4=CCCCC4)nc(C)c3c2C)cc1 (stereo unspecified) ?
BoNT-A LC inh2: 1.3; BoNT F protease: -4.3; Mtb FBA inh: -0.8; BioA inh: 2.5; PfHsp40 rescue: 0.7; Mtb UGM inh: 2.8; Anthrax LF prot: -1.1; GDH-TPI counter: 8.6; FadD28 binding: -3.7

Results for COCCN(CCOC)CC(O)COC(c1ccccc1)c1ccccc1 (stereo unspecified) ?
BoNT-A LC inh2: -0.6; BoNT F protease: 0.0; Mtb FBA inh: -1.2; BioA inh: 1.6; PfHsp40 rescue: -0.6; Mtb UGM inh: -1.2; Anthrax LF prot: -0.6; GDH-TPI counter: 1.3; FadD28 binding: -1.2

How did CCOC(=O)c1ccccc1NC1c2ccccc2C(=O)N1C1CCN(C(=O)OCC)CC1 (stereo unspecified) do in these assays?
BoNT-A LC inh2: 0.1; BoNT F protease: 6.3; Mtb FBA inh: 21.3; BioA inh: 4.8; PfHsp40 rescue: 1.7; Mtb UGM inh: 1.7; Anthrax LF prot: -4.2; GDH-TPI counter: 14.4; FadD28 binding: -1.2

Results for Cc1cc(C)nc(SCC(=O)Nc2ccc(S(=O)(=O)NC(C)(C)C)cc2)n1 ?
BoNT-A LC inh2: inconclusive; BoNT F protease: -1.0; Mtb FBA inh: 5.0; BioA inh: -0.1; PfHsp40 rescue: 0.0; Mtb UGM inh: -1.2; Anthrax LF prot: -0.8; GDH-TPI counter: 7.4; FadD28 binding: -2.3

Results for O=C(c1cc(COc2ccc(F)c(F)c2)on1)N1CCN(C/C=C/c2ccccc2)CC1 ?
BoNT-A LC inh2: -0.1; BoNT F protease: -2.6; Mtb FBA inh: 1.9; BioA inh: -6.9; PfHsp40 rescue: -0.3; Anthrax LF prot: -1.0; GDH-TPI counter: 5.9; FadD28 binding: -1.3

What do the screens show for `COc1ccc(Cl)cc1C=CC=Nc1ccccc1O`?
BoNT-A LC inh2: 1.2; BoNT F protease: -3.0; Mtb FBA inh: -0.2; PfHsp40 rescue: 1.7; Anthrax LF prot: -2.3; GDH-TPI counter: 8.6; FadD28 binding: -2.6

How did COc1cc2c(cc1OC)C(=O)C(Br)CC2 (stereo unspecified) do in these assays?
BoNT-A LC inh2: 0.1; BoNT F protease: -7.6; Mtb FBA inh: -12.4; BioA inh: 0.8; Anthrax LF prot: -7.3; GDH-TPI counter: -40.7; FadD28 binding: inconclusive

Results for N#Cc1ccc(OCC(=O)N/N=C2/CC(c3ccccc3)Oc3ccccc32)cc1 (stereo unspecified) ?
BoNT-A LC inh2: -0.2; BoNT F protease: 3.0; Mtb FBA inh: -0.6; PfHsp40 rescue: -1.1; Mtb UGM inh: 2.6; Anthrax LF prot: -0.9; GDH-TPI counter: 0.4; FadD28 binding: -4.7

How did O=C(Cn1cc([N+](=O)[O-])cn1)Nc1ccn(Cc2c(F)c(F)cc(F)c2F)n1 do in these assays?
BoNT-A LC inh2: inconclusive; BoNT F protease: 2.7; Mtb FBA inh: -0.8; BioA inh: -0.9; PfHsp40 rescue: -1.5; Mtb UGM inh: 2.4; Anthrax LF prot: -1.6; GDH-TPI counter: 0.5; FadD28 binding: -1.2

How did CC(=O)CSc1nnc(CSc2ncccn2)n1C1CCCCC1 do in these assays?
BoNT-A LC inh2: 0.7; BoNT F protease: 0.7; Mtb FBA inh: 0.7; BioA inh: 43.5*; PfHsp40 rescue: -1.9; Mtb UGM inh: 1.2; Anthrax LF prot: -1.0; GDH-TPI counter: 2.0; FadD28 binding: -2.7

What do the screens show for `CN(C)CCCn1c(=O)n(Cc2ccco2)c(=O)c2c3c(sc21)CCCCC3`?
BoNT-A LC inh2: -0.6; BoNT F protease: -4.1; Mtb FBA inh: 3.1; PfHsp40 rescue: -0.7; Mtb UGM inh: 0.1; Anthrax LF prot: 0.9; GDH-TPI counter: 0.8; FadD28 binding: -2.6

How did CCn1c(C)nc2cc(C(=O)N/N=C/c3cccc(O)c3O)ccc21 do in these assays?
BoNT-A LC inh2: -1.8; BoNT F protease: -0.5; Mtb FBA inh: -3.1; PfHsp40 rescue: 0.1; Mtb UGM inh: 3.5; Anthrax LF prot: -0.1; GDH-TPI counter: 10.6; FadD28 binding: 1.2

What do the screens show for `CC/C(=N\NC(=O)C(N)=O)c1ccccc1O`?
BoNT-A LC inh2: 0.2; BoNT F protease: 0.3; Mtb FBA inh: -1.2; BioA inh: 0.2; PfHsp40 rescue: -1.8; Mtb UGM inh: 0.4; Anthrax LF prot: 0.8; GDH-TPI counter: 11.1; FadD28 binding: -2.0

Results for CCC(OC(=O)c1nsc(Cl)c1Cl)C(=O)NC(C)(C)CC (stereo unspecified) ?
BoNT-A LC inh2: -0.7; BoNT F protease: -4.9; Mtb FBA inh: 1.3; BioA inh: 0.3; PfHsp40 rescue: -1.6; Mtb UGM inh: -2.3; Anthrax LF prot: 3.5; GDH-TPI counter: 1.6; FadD28 binding: 0.4

Results for CNC(=S)Nc1ccc(Nc2ccccc2)cc1 ?
BoNT-A LC inh2: -0.4; BoNT F protease: -23.0; Mtb FBA inh: -4.2; BioA inh: 3.9; PfHsp40 rescue: 3.4; Mtb UGM inh: -0.4; Anthrax LF prot: -9.7; GDH-TPI counter: 2.9; FadD28 binding: -3.2

What do the screens show for `CCC(C)(C)NC(=O)C(c1ccc(OC)cc1)N(C(=O)CCC(=O)Nc1cc(C)on1)c1ccc2c(c1)OCCO2` (stereo unspecified)?
BoNT-A LC inh2: 1.6; BoNT F protease: 6.7; Mtb FBA inh: 2.6; BioA inh: -0.4; PfHsp40 rescue: -0.8; Mtb UGM inh: 0.5; Anthrax LF prot: -0.3; GDH-TPI counter: -8.6; FadD28 binding: -2.6

What do the screens show for `COc1ccc(NC(=O)COc2ccccc2C(N)=O)cc1S(=O)(=O)N1CCCCC1`?
BoNT-A LC inh2: -0.1; BoNT F protease: -7.5; Mtb FBA inh: -0.1; BioA inh: -1.4; Anthrax LF prot: 1.4; GDH-TPI counter: 2.6; FadD28 binding: -1.1

Results for CCCCCCCCCCCCN1[C@@H](CC(C)=O)c2cc(F)ccc2S1(=O)=O ?
BoNT-A LC inh2: 0.2; BoNT F protease: -10.8; Mtb FBA inh: 0.5; BioA inh: -0.2; PfHsp40 rescue: 11.5; Mtb UGM inh: -1.5; Anthrax LF prot: -2.6; GDH-TPI counter: 5.2; FadD28 binding: 1.1

Results for Cn1c(=O)n(C)c2cc([N+](=O)[O-])c(N3CCN(C(=O)c4ccccc4)CC3)cc21 ?
BoNT-A LC inh2: 0.5; BoNT F protease: -4.9; Mtb FBA inh: -2.5; BioA inh: 3.0; PfHsp40 rescue: 0.6; Mtb UGM inh: 1.9; Anthrax LF prot: 1.2; GDH-TPI counter: -1.9; FadD28 binding: -4.9

Results for O=C(NC1CCCCC1)c1ccc(S(=O)(=O)N2CCCCC2)cc1 ?
BoNT-A LC inh2: -0.6; BoNT F protease: 0.6; Mtb FBA inh: -2.8; PfHsp40 rescue: -0.3; Mtb UGM inh: -3.6; Anthrax LF prot: -0.6; GDH-TPI counter: -2.7; FadD28 binding: -0.6

Compound activity as filed in PubChem BioAssay.
